# TCR act: activates T cell receptor signaling. AID 504894. 330,000 tested, under 10 active. primary human leukocytes, anti-CD3, IL-2 HTRF, 48 h. Potency, µM (doses to about 9.22 µM), for inactives: at the top dose activation of IL-2 secretion, hits mostly activators; further: % of control where 0% means no effect
#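 IL-2 release read by HTRF sandwich (Eu cryptate donor, d2 acceptor, 665 nm emission) after 48 hr exposure of primary human leukocytes to compound together with anti-CD3 beads in the absence of co-stimulatory signals.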
# Eya2 phos inh: blocks the phosphatase activity of human Eya2. O00167. recombinant Eya2, OMFP fluorescence dephosphorylation (OMFP is methylfluorescein phosphate). Potency, µM (titrated, usually from 76.9 µM), without a hit: top-dose activity, negative = inhibition, most hits filed as inhibitors. hit rate 0.006% among 330,000; further: potency means the concentration at half of the fitted maximal effect; on the % scale 0 is the no-effect control and ±100 the full control effect
#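 Eya2 protein (added as 0.2 uM solution) was preincubated with compound for 10 min at ambient temperature in 50 mM HEPES pH 7.5, 50 mM NaCl, 5 uM MgCl2, 0.05% BSA, 1 mM DTT. OMFP (added at 50 uM) then reacted 10 min; fluorescence read at 485/525 nm.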
# TSHR antagonist: blocks TSH signaling through the human TSH receptor; TSHR-expressing cells, TSH-stimulated cAMP HTRF, 2 h; hits give low values; P16473; AID 504810; activity change, negative = inhibition, % at 11.5 µM; hit rate 0.2% among 330,000;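 active means activity change below a set negative limit, meaning inhibition stronger than a set level, cut at about -70% in these data; inconclusive means activity change between two set negative limits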; further: on the % scale 0 is the no-effect control and ±100 the full control effect
#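 Read-out is FRET at 665 nm (cryptate excitation 337 nm) from a cryptate-tagged anti-cAMP antibody, competed by cell cAMP against cAMP-d2. Compounds are tested on freshly harvested TSHR cells challenged with 4nM TSH (EC80) for 2 hours at 37 deg C.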
# BCR signal inh: blocks chronic active B-cell receptor signaling. AID 493014. ABC-DLBCL IkBa-CBG/CBR reporter, luminescence ratio, 4 h. hit rate 0.05% among 340,000. Potency, µM (titrated, usually from 46.1 µM), inactives show top-dose ratio change, negative = lower green/red ratio, hits mostly inhibitors; active means well fitted inhibition curve with a large enough effect in the signal ratio, with a control signal flat, not every such curve was filed as active; inconclusive means small, poorly fitted or top-dose-only effect, or effect the other way, or a change in a side signal; the % refers to the signal ratio;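 further: potency means the concentration at half of the fitted maximal effect; plate controls were basal doxycycline-induced cells for no effect and cells given 10 µM MG132 for full effect; MG132 reads +100%, hits lower the ratio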
#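 Cell line TMD8 (human ABC DLBCL), stably expressing tet-inducible CBG68-IkBa fusion and CBR; IMDM/0.5% FBS; cpd up to 46 uM; dox induction, 4 h, 37C/5% CO2; dual luminescence; green/red ratio; MG132 control.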
# PTAP TSG101 blk: blocks PTAP/TSG101 interaction to inhibit HIV-1 budding; Q99816; Fluorescence polarization, FITC-PTAP peptide / Tsg101 binding; Potency, µM (titrated, usually from 115 µM), for the others: at the top dose activity change, negative = inhibition, actives largely listed as inhibitors; 340,000 tested, under 10 active; active means well fitted inhibition curve with a large enough effect in the main read-out, with a control signal flat, not every such curve was filed as active; inconclusive means small, poorly fitted or top-dose-only effect, or effect the other way, or a change in a side signal; inactive means no such curve, though single readings can be large or run the other way; further: potency means the concentration at half of the fitted maximal effect; % of control where 0% means no effect
#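 Compounds were pin-transferred onto Tsg101 binding domain (10 uM final) in HEPES pH 7.5 buffer, then FITC-PTAP peptide was added at 50 nM final. After 20 min at RT, polarization reported peptide displacement across a qHTS concentration series.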
# B2AR arrestin: recruits beta-arrestin to the human beta2-adrenergic receptor; Potency, µM (highest dose often 46.1 µM), inactives show at the top dose activation, actives largely listed as activators; beta-arrestin recruitment to beta2AR, cell-based reporter; AID 492947; P07550; hit rate 0.02% among 330,000;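 further: potency means the concentration at half of the fitted maximal effect; 0% = DMSO controls and full agonism = EC100 isoproterenol or metaproterenol; nearly all actives have a fitted effect of over 65% in size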
# Target sequence (P07550 whole entry, looked up): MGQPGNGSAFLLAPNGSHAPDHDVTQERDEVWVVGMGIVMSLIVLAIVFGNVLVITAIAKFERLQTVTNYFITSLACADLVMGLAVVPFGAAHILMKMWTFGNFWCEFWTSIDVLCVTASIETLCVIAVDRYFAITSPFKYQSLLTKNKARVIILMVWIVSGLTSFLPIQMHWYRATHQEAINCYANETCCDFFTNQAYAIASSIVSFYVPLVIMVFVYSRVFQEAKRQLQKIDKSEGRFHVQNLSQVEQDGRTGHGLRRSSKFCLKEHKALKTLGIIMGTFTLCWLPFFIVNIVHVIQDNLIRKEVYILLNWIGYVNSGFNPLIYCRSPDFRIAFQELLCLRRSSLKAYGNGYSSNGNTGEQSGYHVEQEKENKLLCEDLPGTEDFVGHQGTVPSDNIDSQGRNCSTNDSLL
# ELG1 repair inh: ELG1-dependent DNA repair inhibition; Potency, µM (highest dose often 46.1 µM), for inactives: at the highest dose activity change, negative = inhibition, actives largely listed as inhibitors; hit rate 2.3% among 330,000; HEK293T ELG1-luciferase reporter, luminescence, 16 h; DNA damage induced by 5-fluorouridine; further: potency means the concentration at half of the fitted maximal effect; on the % scale 0 is the no-effect control and ±100 the full control effect; nearly all actives have a fitted effect of over 55% in size
#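 In this reporter screen, reduction of luminescence relative to DMSO vehicle indicated activity. Compounds and 5-fluorouridine were added together to 2,000 cells per well, incubated for 16 hr at 37 °C, then developed with ONE-Glo.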
# USP2a block: inhibitors of human ubiquitin-specific protease USP2a; O75604; USP2 core, Ub-CHOP2 coupled fluorogenic reporter, 485/531; hit rate 0.01% among 330,000; Potency, µM (doses to about 38.3 µM), for the others: at the top dose activity change, negative = inhibition, hits mostly inhibitors;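 further: potency means the concentration at half of the fitted maximal effect; plate controls were DMSO wells for no effect and full inhibition by NEM control for full effect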
#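 USP2 core (10nM final) preincubated 30min RT with compound in 20mM Tris-HCl pH 8.0, 2mM CaCl2, 2mM beta-mercaptoethanol, 0.05% CHAPS; 25nM Ub-CHOP2 plus 25nM reporter substrate added, fluorescence (Ex485/Em531) read after 60min.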
# uPA generation: cell surface uPA generation inhibition | hit rate 0.31% among 330,000 | Potency, µM (top dose mostly 38.3 µM), without a hit: at the highest dose activity change, negative = inhibition, actives largely listed as inhibitors | AID 540303 | cell surface uPA generation assay, qHTS; active means well fitted inhibition curve with a large enough effect; inconclusive means small, poorly fitted or top-dose-only effect; inactive means no such curve, though single readings can be large or run the other way; tested in mouse RAW 264.7 cells; further: potency means the concentration at half of the fitted maximal effect; on the % scale 0 is the no-effect control and ±100 the full control effect; nearly all actives have a fitted effect of over 55% in size
# Tb PFK inh: inhibitors of T. brucei phosphofructokinase. O15648. T. brucei PFK, ADP-Glo luminescence. Potency, µM (doses to about 57.5 µM), for inactives: at the top dose activity, negative = inhibition, hits mostly inhibitors. hit rate 0.17% among 330,000;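 further: potency means the concentration at half of the fitted maximal effect; 0% = uninhibited 1x PFK enzyme wells and -100% = no-enzyme wells; nearly all actives have a fitted effect of over 60% in size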
# Target sequence (O15648 whole entry, looked up): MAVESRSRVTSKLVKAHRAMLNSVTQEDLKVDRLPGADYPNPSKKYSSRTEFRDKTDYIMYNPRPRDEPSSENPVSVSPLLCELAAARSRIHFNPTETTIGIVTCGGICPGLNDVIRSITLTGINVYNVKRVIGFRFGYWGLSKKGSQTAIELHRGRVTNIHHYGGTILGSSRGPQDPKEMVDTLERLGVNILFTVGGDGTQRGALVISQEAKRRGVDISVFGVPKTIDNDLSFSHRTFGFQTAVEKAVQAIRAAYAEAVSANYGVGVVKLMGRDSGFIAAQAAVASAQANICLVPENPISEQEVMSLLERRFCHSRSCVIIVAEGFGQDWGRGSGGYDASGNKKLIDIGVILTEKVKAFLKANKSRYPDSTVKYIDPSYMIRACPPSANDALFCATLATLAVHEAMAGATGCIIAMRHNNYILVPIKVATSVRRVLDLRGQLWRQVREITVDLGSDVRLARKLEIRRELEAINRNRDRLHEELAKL
#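 Compounds were pin-transferred as a titration series up to 57 uM into substrate buffer (0.5 mM F6P, 0.1 mM ATP, pH 8.0), then 1.25 nM PFK was added and reactions ran 45 min before ADP-Glo detection.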
# Mito fusion act: inhibitors of mitochondrial division or activators of mitochondrial fusion; S. cerevisiae fusion-defective mutant growth rescue, CellTiterGlo 48 h; Potency, µM (titrated, usually from 46.1 µM), without a hit: at the top dose growth rescue (activation), actives largely listed as activators; AID 485298; hit rate 0.23% among 320,000;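 further: potency means the concentration at half of the fitted maximal effect; % of control where 0% means no effect; nearly all actives have a fitted effect of over 45% in size; temperature-sensitive fusion mutants such as fzo1-1 at 37 °C on non-fermentable ethanol glycerol medium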
#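 Compounds are tested for their ability to restore growth of mitochondrial fusion-defective yeast strains at non-permissive 37C in YPEG medium over 48 hours. Viability is quantified by luciferase luminescence.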
# An asterisk follows results filed as active; ? = inconclusive; . = not tested or not shown; [ ] = remark or other dose. Unless noted, the call rests on the fitted dose curve; in most records, active means well fitted curve in the direction sought with a large enough effect; inconclusive means small, poorly fitted or top-dose-only effect, or another doubt; inactive means no such curve, though single readings can be large; an effect the other way counts as inactive or inconclusive.
SMILES,TCR act,Eya2 phos inh,TSHR antagonist,BCR signal inh,PTAP TSG101 blk,B2AR arrestin,ELG1 repair inh,USP2a block,uPA generation,Tb PFK inh,Mito fusion act
CSCC[C@H](NC(=O)c1ccc(Cl)c([N+](=O)[O-])c1)c1nc2ccccc2[nH]1,-1%[46.1 µM],0%,-16,?,-2%,-0.4%,11%,5%,-3%,13%,-3%
CC(/C=N/NC(=O)c1ccc2nc(C)[nH]c2c1)=C\c1ccccc1,-4%[46.1 µM],1%,-5,?,-3%,-0.3%,-6%,1%,-1%,-1%,-2%
COc1cc(OC)cc(-c2c(-c3cccs3)c3cc(-c4ccc(C(N)=O)cc4)ccc3n2C)c1,8%,6%,22,3%,-1%,0.1%,20%,5%,20%,-2%,.
CCOC(=O)C1CCN(c2nc3ccccc3nc2C(C#N)C(=O)OC(C)C)CC1 (configuration not stated),0%,0%,8,-1%,?,0.2%,3%,-2%,1%,0%,-1%
Cc1cc(OCC(O)CN2CCN(c3ccccn3)CC2)cc(C)c1Cl (configuration not stated),1%,11%,-4,?,1%,0.1%,-10%,2%,3%,0%,-7%
COc1cc(OC)c(S(=O)(=O)Nc2ccccc2N2CCOCC2)cc1NC(C)=O,-3%,-1%,6,-14%,2%,-0.7%,?,0%,1%,?,1%
Cc1cc2oc(=O)c(CC(=O)NCCCO)c(C)c2c2occ(C(C)(C)C)c12,0%,2%,-3,-8%,-8%,0.1%,6%,3%,?,2%,-2%
Cc1cc(C)nc(-n2nc(C)c3c(C(=O)O)cc(-c4cccc(Br)c4)nc32)n1,-3%,-24%,8,0%,-11%,-1.0%,10%,1%,20%,14%,1%
CCOC(=O)c1ccc(NC(=O)CC2Sc3ncnn3C2=O)cc1 (configuration not stated),.,1%,2,2%,-1%,0.2%,6%,1%,-1%,20%,7%
COc1cc2c(cc1OC)CN(CC(=O)Nc1ccccc1C(=O)NC1CC1)CC2,0%,-7%,-3,-7%,-1%,-0.8%,-10%,-8%,-2%,1%,-2%
COc1ccc(S(=O)(=O)N2CCC(C(=O)NCCCN3CCOCC3)CC2)cc1,1%,-9%,8,-1%,-1%,0.1%,23%,3%,13%,0%,0%
c1csc(C2Nc3cccc4cccc(c34)N2)c1,-9%,3%,-5,9%,-5%,-0.8%,1%,4%,2%,-4%,0%
CC1(c2ccccc2Cl)NC(=O)N(CC(=O)N2CCc3ccccc32)C1=O (configuration not stated),-5%,-4%,-9,-1%,-6%,4.8%,-4%,1%,3%,5%,.
CC(C)n1cc(CN2CCCC(C(=O)Nc3cccc(-c4cc5ccccc5[nH]4)c3)C2)cn1 (configuration not stated),4%,-1%,-2,?,-1%,0.1%,?,-2%,0%,-7%,-15%
COc1cc(C2CC(c3ccccc3)=NN2c2ccccc2)ccc1OCC(=O)O (configuration not stated),-12%,-1%,1,?,-3%,0.1%,7%,0%,1%,2%,-11%
COc1ccc(-c2cc(-c3n[nH]c(=S)n3-c3ccccc3Cl)[nH]n2)cc1,-1%,6%,-4,-2%,-3%,-0.1%,0%,0%,3%,-14%,-2%
COc1cccc(NC(=O)C2C3C=CC(O3)C2C(=O)NCc2cccnc2)c1 (configuration not stated),-1%,13%,10,?,-2%,-1.0%,13%,1%,-3%,2%,-6%
CCN(C(=O)CSc1ncn[nH]1)c1cccc2ccccc12,-3%,3%,10,0%,-3%,-0.8%,?,3%,0%,5%,2%
Oc1c(Br)cc(Cl)cc1C=Nc1ccccc1Br,2%[46.1 µM],7%,5,0%,-11%,-1.2%,-6%,-4%,-4%,4%,2%
CC(=O)Nc1ccc(NC(=O)COc2ccccc2C(=O)Nc2cccc(Cl)c2Cl)cc1,-1%[46.1 µM],-4%,0,?,-1%,-0.7%,?,4%,11%,1%,0%
CC1(c2ccccc2)NC(=O)N(NC(=O)CSc2n[nH]c(N)n2)C1=O (configuration not stated),6%,-5%,-8,0%,0%,0.4%,1%,0%,9%,0%,-1%
Cc1ccccc1C(=O)OCC(=O)Nc1cccc(S(=O)(=O)NC2=NCCC2)c1,2%,-9%,13,-8%,-2%,-0.2%,4%,0%,?,-3%,.
CCN=C1S/C(=C\c2sccc2C)C(=O)N1CC,-6%[46.1 µM],6%,8,?,-1%,-0.3%,?,3%,-13%,5%,12%
O=C(COc1ccc(S(=O)(=O)N2CCc3ccccc32)cc1Cl)NCc1ccccn1,5%,7%,-14,4%,2%,-0.2%,-29%,5%,4%,-4%,13%
CC(=O)Nc1ccc(N=NC2C(=O)N(C(N)=S)N=C2C)cc1 (configuration not stated),-6%,6%,-7,?,3%,0.2%,?,0%,9%,-4%,-8%
Cc1ccc(/C=C(\CCC(=O)O)c2nc3ccccc3s2)cc1[N+](=O)[O-],-2%[46.1 µM],-4%,-12,-5%,-5%,-0.1%,11%,-2%,22%,15%,8%
O=C1CCCC2=C1C(c1ccncc1)c1c(nc(SCc3ccccc3)[nH]c1=O)N2 (configuration not stated),4%,-11%,-11,4%,-3%,-0.6%,-5%,0%,0%,0%,0%
Cc1ccc(C)c(COC(=O)c2cccc(S(=O)(=O)N3CCCC3)c2)c1,-4%,9%,5,4%,-1%,2.6%,0%,-9%,?,1%,?
CCOC(=O)C1CCN(C(=O)/C=C/c2ccccc2OC)CC1,-7%,16%,4,-20%,-7%,-0.1%,16%,3%,1%,0%,-3%
CCN1CCN(C(=S)c2ccc([N+](=O)[O-])cc2)CC1,4%[46.1 µM],-17%,-5,?,0%,-1.1%,8%,0%,3%,?,-5%
CN(C)C(=O)N1CCN(C(=O)N2CCOCC2)CC1,0%[46.1 µM],5%,5,9%,-1%,0.0%,7%,2%,1%,1%,0%
Cc1ccccc1OCC(=O)Nc1ccc(N2CCN(C(=O)c3ccco3)CC2)cc1,-13%,-6%,0,?,-3%,-0.1%,21µM*,-1%,10%,1%,3%
COC(=O)c1ccc(NC(=O)C2CCCO2)cc1 (configuration not stated),-8%,-8%,14,1%,-3%,-0.6%,?,-3%,-1%,1%,0%
COc1ccc(S(=O)(=O)N2CCC(C(=O)NN3CCCCC3)CC2)cc1OC,2%,1%,5,-1%,0%,-0.2%,-1%,1%,0%,-7%,1%
CCCCS(=O)(=O)Nc1ccc2cn[nH]c2c1,0%,-6%,18,?,-1%,0.1%,-2%,-11%,6%,5%,3%
Cc1nc(SCC(=O)Nc2ccc(OCc3ccccc3)cc2)n[nH]1,4%,0%,0,-5%,-5%,0.6%,?,-2%,?,-10%,-4%
CCOC(=O)/C(C#N)=C1/C=Nc2ccccc2N1,-1%,0%,-12,?,-3%,0.1%,4%,0%,-4%,21%,10%
COc1cccc(CNC(=O)C(=O)NCC2CCCN2S(=O)(=O)c2cc(C)ccc2C)c1 (configuration not stated),7%,-6%,2,-7%,-1%,-0.1%,?,-1%,-1%,-7%,-2%
OCCNc1nc(-c2ccccc2)c2cc(Cl)ccc2n1,6%,-13%,-3,?,-9%,-0.1%,10%,5%,-6%,-4%,19%
COc1ccccc1-c1nnc(SC/C(O)=C(\C#N)c2nc3ccccc3[nH]2)n1C1CCCCC1,3%[46.1 µM],-1%,2,?,-2%,2.9%,?,-1%,-3%,-9%,.
CCOc1ccc(/C(C)=N/NC(=O)c2nnn(-c3nonc3N)c2-c2cccs2)cc1,1%,6%,3,-7%,-7%,-0.3%,0%,-2%,-4%,-8%,-5%
Cc1ccc(N(CC(=O)N=Nc2c(O)[nH]c3ccccc23)S(C)(=O)=O)c(C)c1,3%,-4%,-3,6%,-5%,0.1%,7%,-1%,0%,-3%,-2%
Cc1cccc(NC(=O)CSc2nnc(Cn3nnc(-c4ccccc4)n3)n2-c2ccccc2)c1,5%,1%,-6,?,-2%,-0.1%,27%,3%,.,4%,-4%
CCNc1nc(Oc2ccc(C(=O)OCC)cc2)nc(SC)n1,-2%,6%,-3,1%,-3%,-0.5%,-13%,-1%,2%,9%,3%
